a7 integrin act: activates integrin-mediated alleviation for muscular dystrophy; Potency, µM (top dose mostly 38.3 µM), inactives show at the highest dose activation, usual class: activators; 350,000 tested, 0.064% active; alpha7betagal myoblasts, beta-gal FDG fluorescence, 48 h;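 further: potency means the concentration at half of the fitted maximal effect; 100% = response of the positive control SU9516; nearly all actives have a fitted effect of over 60% in size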
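Alpha7betagal+/- myoblasts (passage 13) were plated 16-24 hr, then exposed to compounds (1:260 dilution of DMSO stock) for 48 hours at 37C. After MPER lysis, β-galactosidase reporter activity was read as FDG fluorescence (ex 480/em 540) after 30 minutes.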
CXXC DNA block: blocks binding of human MLL CXXC domain to DNA; Q03164; MLL-CXXC / FITC-HOXA9 DNA fluorescence polarization; Potency, µM (top dose mostly 115 µM), for inactives: at the top dose activity change, negative = inhibition, usual class: inhibitors; 290,000 tested, 0.037% active; active means well fitted inhibition curve with a large enough effect in the polarisation, with a control signal flat, not every such curve was filed as active; inconclusive means small, poorly fitted or top-dose-only effect, or effect the other way, or a change in a side signal; inactive means no such curve, though single readings can be large or run the other way; the % refers to the polarisation; further: potency means the concentration at half of the fitted maximal effect
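Fluorescence polarization: 7 uM MLL-CXXC (stock) preincubated 5 min with compounds, then 50 nM fluorescein-HOX-A9 DNA (stock) added; 30 min ambient. Buffer 50 mM Tris-HCl pH 7.5, 50 mM NaCl, 1 mM DTT, 0.05% BSA.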
MBNL1-CUG inh: inhibitors of human MBNL1 binding to CUG repeat RNA. TR-FRET MBNL1-His/biotin-(CUG)12 binding, 665/545 ratio. 280,000 tested, 0.036% active. Potency, µM (series often up to 57.5 µM), without a hit: top-dose activity change, negative = inhibition, actives largely listed as inhibitors; active means well fitted inhibition curve with a large enough effect in the signal ratio, with a control signal flat, not every such curve was filed as active; inconclusive means small, poorly fitted or top-dose-only effect, or effect the other way, or a change in a side signal; inactive means no such curve, though single readings can be large or run the other way; the % refers to the signal ratio; further: potency means the concentration at half of the fitted maximal effect; on the % scale 0 is the no-effect control and ±100 the full control effect
Target sequence (Q9NR56 whole entry, looked up): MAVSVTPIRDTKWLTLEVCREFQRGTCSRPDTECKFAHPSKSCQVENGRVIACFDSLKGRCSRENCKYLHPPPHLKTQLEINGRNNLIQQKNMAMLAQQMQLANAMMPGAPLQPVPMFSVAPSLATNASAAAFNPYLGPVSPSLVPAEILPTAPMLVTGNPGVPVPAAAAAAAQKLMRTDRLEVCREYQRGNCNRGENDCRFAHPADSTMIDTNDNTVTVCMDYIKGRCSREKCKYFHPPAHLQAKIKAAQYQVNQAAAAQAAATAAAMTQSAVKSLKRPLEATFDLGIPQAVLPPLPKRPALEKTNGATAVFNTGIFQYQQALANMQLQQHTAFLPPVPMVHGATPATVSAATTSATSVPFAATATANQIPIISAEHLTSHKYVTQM
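MBNL1-His + Biotin-(CUG)12, cpd titration 92 nM–58 uM; Tb anti-His Ab 0.055 ng/ul, SA-XL665 5 nM (final); 60 min RT; ratiometric 665/545 nm, Ex 340 nm; normalized to buffer and full-complex controls.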
TRPV1 ag: agonists of human vanilloid receptor 1 (TRPV1); 320,000 tested, 0.19% active; activation, % at 8.33 µM; Q8NER1; TRPV1-expressing cells, Fluo-8 calcium influx, agonist mode; in the data active means activation above about 80%; inconclusive means between about 30% and that limit; further: 0% is about no effect
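Fluo-8 calcium influx in TRPV1-expressing cells, kinetic read (ex 480/em 520 nm). Compound added and read 3 min for agonist activity, followed by capsaicin at EC20 final and 2 min further read for enhancement.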
KCNH2 3.1 inh: inhibitors of human KCNH2 3.1 potassium channel isoform. U2OS KCNH2 3.1, thallium flux FluxOr; stronger effect = lower value. AID 720553. activity change, % (tested at about 1.8 µM). 340,000 tested, 0.95% active;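 active means maximum activity change below -70%; inconclusive means maximum activity change from -70% to -50%; inactive means maximum activity change above -50%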;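 further: thallium influx rate constant from kinetic fluorescence after stimulation buffer; on the % scale 0 is the no-effect control and ±100 the full control effect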
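Kinetic fluorescence (2 min after stimulation buffer) measures Tl+ influx through KCNH2 3.1 expressed by viral transduction in U2OS cells; the rate constant is normalized against DMSO controls serving as positive and negative references.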
hERG WT inh: inhibitors of human wildtype KCNH2 potassium channel; activity change, % at 1.84 µM; 340,000 tested, 0.37% active; U2OS, BacMam KCNH2, thallium flux FluxOr; stronger effect = lower value; AID 720551; Q12809;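 active means maximum activity change below -70%; inconclusive means maximum activity change between -70% and -50%; inactive means maximum activity change above -50%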; further: on the % scale 0 is the no-effect control and ±100 the full control effect
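U2OS cells were transduced with wild-type KCNH2 virus (2.03 x 10^8 / mL) for 4 h at room temperature, then cultured overnight at 37 C. Thallium flux was read with FluxOr dye. Rate constants were normalized to DMSO controls.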
GALK inh: blocks human galactokinase activity. P51570. Purified GALK, Kinase-Glo residual ATP luminescence. Potency, µM (series often up to 57.5 µM), inactives show top-dose activity change, negative = inhibition, most hits filed as inhibitors. 270,000 tested, 0.007% active; further: potency means the concentration at half of the fitted maximal effect; on the % scale 0 is the no-effect control and ±100 the full control effect
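Quantitative HTS: GALK 5 nM, ATP 35 uM, galactose 100 uM, 1 h room temperature, then luciferase-based ATP detection.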
Coupling enz: counter-screen for Giardia aldolase inhibitors: coupling enzyme system. 290,000 tested, 0.67% active. coupling enzyme system counterscreen, AmpLite Red fluorescence. activity change, negative = inhibition, % at 58.2 µM, hits read low; in the data active means activity change below about -30%; further: on the % scale 0 is the no-effect control and ±100 the full control effect
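Coupling enzymes only (glyceraldehyde-3-phosphate) + compound, at 57.5 uM final, 10 min RT; add substrate/coupling/AmpLite Red mix, 20 min RT; fluorescence ex 525/em 598 nm. Actives flag coupling-system interference.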
A-T KAP1 phos: potential ataxia-telangiectasia treatment; […] A-T fibroblasts, KAP-1 phosphorylation AlphaLISA; neocarzinostatin DNA damage 30 min before lysis; Potency, µM (top dose mostly 57.5 µM), for the others: top-dose activation, actives largely listed as activators; 320,000 tested, 0.19% active; further: potency means the concentration at half of the fitted maximal effect; % of control where 0% means no effect; nearly all actives have a fitted effect of over 45% in size
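ATM-like activity read as KAP-1 phosphorylation via AlphaLISA donor/acceptor antibody pairs after lysis and 6 hr at 25C. Cells were ATM-null patient fibroblasts ([…], hTERT), dosed 60 min, then exposed to the DSB inducer NCS for 30 min.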
S-ASM inh: human S-ASM enzyme inhibition | Potency, µM (series often up to 57.5 µM), without a hit: top-dose activity change, negative = inhibition, most hits filed as inhibitors | AID 504937 | placental ASM, HMU-PC fluorogenic substrate, 60 min | 340,000 tested, 0.006% active | P17405; further: potency means the concentration at half of the fitted maximal effect
Target sequence (P17405 47-631 limits assumed): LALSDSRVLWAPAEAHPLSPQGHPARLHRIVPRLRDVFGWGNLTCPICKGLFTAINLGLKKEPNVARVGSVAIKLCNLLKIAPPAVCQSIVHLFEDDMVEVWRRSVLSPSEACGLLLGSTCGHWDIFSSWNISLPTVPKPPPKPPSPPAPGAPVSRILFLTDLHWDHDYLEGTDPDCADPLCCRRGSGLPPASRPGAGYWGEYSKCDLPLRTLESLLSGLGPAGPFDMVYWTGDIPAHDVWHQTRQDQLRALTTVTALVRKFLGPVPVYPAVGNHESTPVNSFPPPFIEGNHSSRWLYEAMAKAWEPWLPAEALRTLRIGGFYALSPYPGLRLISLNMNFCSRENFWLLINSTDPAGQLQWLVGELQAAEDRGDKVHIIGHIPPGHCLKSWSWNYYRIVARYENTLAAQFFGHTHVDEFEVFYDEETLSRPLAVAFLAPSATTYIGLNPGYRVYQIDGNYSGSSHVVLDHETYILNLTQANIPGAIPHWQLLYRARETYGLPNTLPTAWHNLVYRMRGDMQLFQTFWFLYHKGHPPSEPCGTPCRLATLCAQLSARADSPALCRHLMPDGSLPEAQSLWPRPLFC
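qHTS format. ASM enzyme prepared from human placenta hydrolyses the fluorogenic substrate HMU-PC0 (9 uM final) over 60 min at 37 °C after a 10 min compound preincubation.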
* hit, by the source's call; i = inactive; ? = inconclusive; nt = not tested or not shown; [ ] = remark or other dose. Unless noted, the call rests on the fitted dose curve; in most records, active means well fitted curve in the direction sought with a large enough effect; inconclusive means small, poorly fitted or top-dose-only effect, or another doubt; inactive means no such curve, though single readings can be large; an effect the other way counts as inactive or inconclusive.

SMILES	a7 integrin act	CXXC DNA block	MBNL1-CUG inh	TRPV1 ag	KCNH2 3.1 inh	hERG WT inh	GALK inh	Coupling enz	A-T KAP1 phos	S-ASM inh
Cc1ccc(C(=O)C(C)OC(=O)Cn2c(C)csc2=O)cc1 (stereo not given)	8%	8%	4%	1	1	3	-3%	nt	3%	0%
CC(C)CNC(=O)c1cc2nc(C3CC3)cc(C(F)(F)F)n2n1	12%	nt	nt	nt	-14	-2	nt	nt	nt	0%
CCC(C)[C@H](NC(=O)NCc1ccc(OC)c(OC)c1)C(=O)O (stereo not given in full)	-10%	-8%	-2%	2	-12	-3	-2%	-1	5%	4%
CCOc1ccc(C2C=C(c3ccc(C)cc3)Nc3ncnn32)cc1 (stereo not given)	nt	46%[activator]	?	21	nt	nt	6%	2	-1%	nt
Cc1cc(=O)n2nc(N3CCCC(C(=O)Nc4ccc(C)c(C)c4)C3)sc2n1 (stereo not given)	1%	nt	-4%	3	-12	-9	nt	-1	3%	-2%
COC(=O)c1ccc(C2OCC(C)(C)CO2)cc1	18%	-4%	-2%	1	-2	-4	5%	3	2%	2%
O=C(N/N=C/c1c[nH]c2ccccc12)c1cc2ccccc2o1	-11%	-3%	6%	-2	-8	-5	-2%	-1	-10%	-4%
CCc1ccccc1N(CC(=O)NC1CCCC1)C(=O)CNC(=O)c1cccs1	-22%	8%	2%	2	-6	-4	1%	2	7%	-2%
COc1ccc(S(=O)(=O)NCC2CCCN(C(=O)CNC(C)=O)C2)cc1 (stereo not given)	?	-5%	-2%	0	11	-1	6%	5	2%	-1%
CCOC(=O)c1ccc(NC(=O)NC2CCN(CC(=O)NCc3ccc4c(c3)OCO4)CC2)cc1	-15%	-1%	1%	17	-5	10	-1%	2	-3%	0%
O=C(CCn1cnc(-c2ccccc2)c1-c1ccccc1)N/N=C/c1ccccc1O	-22%	20%	-2%	28	-2	0	0%	1	-1%	160%[activator]
CCN(Cc1ccccc1)S(=O)(=O)CCNC(=O)c1ccc(OC)cc1	15%	nt	nt	1	0	3	nt	nt	-21%	-2%
O=C(O)c1cc(-c2ccc3c(c2)OCO3)nc2ccccc12	-22%	3%	14%	3	-3	8	2%	-1	4%	3%
C/C(=N/NS(=O)(=O)c1ccc(C(C)C)cc1)c1ccncc1	-25%	1%	-6%	4	11	6	1%	9	0%	0%
Cc1ccc(C(=O)NC(C)C2CCCO2)o1 (stereo not given)	-29%	9%	-1%	1	5	-1	-4%	nt	13%	-1%
Cc1c(C)c2ccc(OCC(=O)Nc3ccc(N4CCC(C)CC4)cc3)cc2oc1=O	44%	11%	7%	-4	20	-36	-9%	nt	20%	2%
C/C(=N\NC(=O)c1cccnc1)c1nnn(-c2nonc2N)c1C	21%	13%	-5%	-3	1	nt	8%	5	1%	4%
O=C(c1ccc(S(=O)(=O)N2CCCCC2)cc1)N1CCCC(C(F)(F)F)C1 (stereo not given)	-12%	nt	nt	9	-4	-4	nt	nt	15%	4%
CC(C)C(NC(=O)c1ccccc1)C(=O)OCn1nnc2ccccc2c1=O (stereo not given)	-15%	nt	nt	-1	-7	-4	nt	nt	3%	-3%
Nc1ccc2nn(-c3cc([N+](=O)[O-])ccc3O)nc2c1	18%	-18%	-3%	1	11	5	-5%	0	9%	3%
COc1cccc(/C=N/NC(=O)c2cnccn2)c1O	0%	10%	?	2	-2	6	0%	-1	3%	3%
Cc1cc(N/C=C/C(=O)c2cccs2)ccc1F	-16%	34%[activator]	?	?	11	-4	3%	0	-2%	25%
COC(=O)c1ccc(CSc2nc3sc4c(c3c(=O)n2C)CCCC4)o1	1%	-4%	-3%	-2	-2	-4	-1%	-2	-6%	-15%
COc1cc(/C=C/C(=O)O)cc(S(=O)(=O)N2CCCc3ccccc32)c1OC	18%	-1%	-12%	-4	-1	-42	-2%	-8	1%	3%
Cc1ccc2c(c1)nnn2C1CCN(CC(=O)Nc2ccccc2N2CCOCC2)CC1	20%	0%	9%	4	-34	-2	-1%	2	0%	3%
COc1c(C)cc(S(=O)(=O)N2CCOCC2)c(C)c1C	12%	12%	5%	1	-172*	-4	0%	1	-4%	-1%
CCc1cccc2c(C(=O)C(NC(C)CC)c3ccccc3)c[nH]c12 (stereo not given)	-65%[inhibitor]	1%	-4%	24	1	9	0%	0	0%	0%
[2H]C([2H])(CCOS(N)(=O)=O)c1ccccc1	8%	-1%	4%	-2	-4	7	nt	0	-18%	3%
COc1ccc(NC(C)=O)cc1S(=O)(=O)Nc1cccc(S(=O)(=O)NC2=NCCC2)c1	33%	nt	nt	-2	6	-1	nt	nt	-1%	0%
CCC(C)COC(c1ccccc1)(c1ccccc1)C(Oc1nc(C)cc(C)n1)C(=O)O (stereo not given)	?	?	1%	13	-20	-3	-4%	6	-2%	1%
COc1cccc(-c2cc(C(=O)NC3CC3)c3ccccc3n2)c1	3%	7%	17%	1	-9	-10	3%	nt	6%	-3%
Cc1cccc(OCC(=O)NCc2ccccc2)c1	49%	-12%	-7%	-2	8	2	1%	0	9%	0%
O=C(Nc1cccc(S(=O)(=O)NC2=NCCCCC2)c1)c1cccnc1Cl	-7%	-3%	-7%	-1	-12	0	nt	6	-2%	-2%
COc1ccc(-c2cn(-c3ccc(C)c(Cl)c3)c(=S)[nH]2)cc1OC	-8%	-3%	60%[activator]	-5	-6	-4	0%	0	5%	-2%
O=[N+]([O-])c1c(Nc2ccccc2O)cc(N2CCOCC2)c2nonc12	0%	6%	?	12	4	5	3%	2	-18%	-6%
CCOc1ccc(NC(=O)C(C)NC(=O)c2ccccc2Cl)cc1S(=O)(=O)N1CCCC1 (stereo not given)	43%	nt	nt	-1	-10	4	nt	nt	2%	4%
COc1cccc(-c2sc3ccc(OC)cc3c2C#CC2(O)CCCCC2)c1	-1%	nt	nt	-3	0	-6	nt	nt	15%	-25%
Cc1ccc(C)c(OCc2cc(C(=O)N(C)Cc3ccccn3)no2)c1	-17%	4%	-11%	?	-5	-1	1%	0	-3%	3%
CNC(=O)[C@H]1O[C@@H](n2cnc3c(NCc4cccc(I)c4)ncnc32)[C@H](O)[C@@H]1O	nt	nt	nt	0	-12	2	nt	nt	-6%	-9%
CCCCN(C)C1CCN(C(=S)Nc2cccc(OC)c2)CC1	24%	0%	2%	-1	10	-3	-3%	0	2%	2%
Cc1cc(OCCCC(=O)N2CCCCC2)cc(C)c1Cl	16%	-2%	-5%	-1	2	0	0%	0	13%	2%
CC(Nc1cccnc1)=C(C#N)C#N	?	-12%	-4%	1	30	17	1%	1	2%	5%
COc1ccc(N2CCN(S(=O)(=O)CCNC(=O)C34CC5CC(CC(C5)C3)C4)CC2)cc1	19%	-3%	3%	2	4	-15	14%	0	-8%	-2%
COc1cc(OC)c(OC)cc1/C=N/NC(=O)c1ccc(CSc2nc(C)cc(C)n2)cc1	25%	nt	nt	nt	-45	-1	nt	nt	nt	136%[activator]
CCCOc1ccc(C(=O)CCC(=O)Nc2ccc(N3CCN(C)CC3)cc2)cc1	-31%	nt	nt	8	-5	6	nt	nt	-4%	-6%
O=C(c1ccccc1)c1ccc(N2CCN(C(=O)c3cccc(F)c3F)CC2)c(F)c1	24%	3%	5%	14	3	6	5%	nt	14%	1%
CCc1nnc(NS(=O)(=O)c2ccc(NCc3cc(Cl)ccc3O)cc2)s1	14%	2%	-1%	0	22	-7	0%	6	-5%	-7%
CCN1CCCC(NC(=O)c2cc([N+](=O)[O-])ccc2OC)C1 (stereo not given)	9%	15%	?	0	1	-5	0%	3	-8%	9%
O=C(CCCN1C(=O)/C(=C/c2cccs2)SC1=S)Nc1ccc(C(=O)O)cc1	-1%	2%	?	4	8	-33	7%	12	-8%	-8%
CCCN(C(=S)Nc1ccccc1)C1CCS(=O)(=O)C1 (stereo not given)	-22%	-3%	7%	-2	-6	12	-1%	4	-5%	6%
Cc1ccc2c(c1)[C@H]1[C@H](CO2)[C@H](c2ccccc2)[C@]2(C)C(=O)NCC(=O)N12	6%	nt	nt	-4	-3	-3	nt	nt	3%	12%
COc1ccc(C(=O)Nc2cc(Cl)ccc2Cl)c(OC)n1	9%	-4%	8%	5	-1	-19	1%	4	17%	-1%
CCNC(=O)c1ccccc1SCc1ccccc1	-32%[inhibitor]	?	-11%	0	8	i	8%	-2	5%	3%

Bioassay records deposited in PubChem BioAssay by National Center for Advancing Translational Sciences (NCATS).
